Assay outcomes: PubChem, several laboratories
PG9 Ab binder – binds the HIV-1 gp120 antibody PG9; TR-FRET gp120-PG9 antibody binding; inhibition, % at 6.7 µM; AID 624416; hit rate 0.43% among 360,000; in the data active = inhibition above about 8.5%
TCR-CD3 inh – inhibitors of human TCR-CD3 interaction; TAMRA-labeled TCR probe fluorescence, biochemical; inhibition, % at 9.4 µM; hit rate 0.37% among 360,000; AID 651800; in the data active = inhibition above about 19%;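 note: recombinant mutant TCR 2C K166C tagged with TAMRA read by polarization; 0% = receptor in buffer alone and 100% = receptor with positive control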
LEDGF integ inh – blocks HIV-1 LEDGF/p75-dependent DNA integration. TR-FRET IN-LEDGF/p75 DNA integration, Eu/Cy5. hit rate 0.64% among 370,000. inhibition, % at 3.7 µM. AID 743269;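 active = inhibition above the screen-wide mean plus 3 SD, cut at about 13% in these data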;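 note: signal is the Cy5 over europium emission ratio at 671 and 618 nm; 0% = plate median of compound wells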
rCAG RNA binder – binds r(CAG) RNA repeats | r(CAG) RNA repeat, TO-PRO-1 dye displacement fluorescence | inhibition, % at 3 µM | hit rate 1.3% among 370,000;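 active = inhibition above the plate cutoff, the mean of all test compounds on that plate plus 3 SD, cut at about 35% in these data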;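 note: 0% = DMSO alone and 100% = 100 µM mitoxantrone as full dye displacement; higher means more dye released from RNA so lower well fluorescence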
UHRF1 MBD2 ctr – blocks human UHRF1 binding to methylated DNA; Q96T88; UHRF1 binding to methylated oligo, TR-FRET; inhibition, % at 4.4 µM; hit rate 0.75% among 370,000; AID 687016; in the data active = inhibition above about 21%;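 note: UHRF1 SRA domain binding a hemimethylated CpG hairpin DNA probe; 0% = median of test compound wells and 100% = reference inhibitor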
PRMT1 inh – PRMT1 (human) inhibition, primary screen. inhibition, % at 2.79 µM. hit rate 1.3% among 370,000. recombinant PRMT1, activity-based probe fluorescence polarization;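 active = inhibition above about 21% made by adding two undisclosed values, limit read from the data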
Target sequence (Q99873 whole entry, looked up): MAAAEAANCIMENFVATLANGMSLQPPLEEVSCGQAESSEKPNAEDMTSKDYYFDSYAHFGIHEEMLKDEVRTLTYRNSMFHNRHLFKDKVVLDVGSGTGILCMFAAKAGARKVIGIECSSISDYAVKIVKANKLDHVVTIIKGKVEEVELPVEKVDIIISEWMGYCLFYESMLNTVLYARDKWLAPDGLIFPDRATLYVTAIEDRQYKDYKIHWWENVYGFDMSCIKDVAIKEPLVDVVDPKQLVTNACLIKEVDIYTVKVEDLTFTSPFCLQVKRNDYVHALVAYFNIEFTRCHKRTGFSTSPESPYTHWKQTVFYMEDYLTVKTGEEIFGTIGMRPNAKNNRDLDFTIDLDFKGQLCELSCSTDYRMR
HTRA1 inh – blocks human HTRA1 serine peptidase; hit rate 0.5% among 340,000; Q92743; recombinant HTRA1, FP-rhodamine activity-based probe, fluorescence polarization; inhibition, % at 5.96 µM; in the data active = inhibition above about 36%;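 note: 0% = enzyme with DMSO and 100% = wells lacking enzyme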
MBD2 inh – MBD2-methylated oligo binding inhibition. TR-FRET, MBD2 binding to methylated oligonucleotide. inhibition, % at 4.4 µM. hit rate 0.31% among 370,000; in the data active = inhibition above about 13%
Target sequence (Q9UBB5 whole entry, looked up): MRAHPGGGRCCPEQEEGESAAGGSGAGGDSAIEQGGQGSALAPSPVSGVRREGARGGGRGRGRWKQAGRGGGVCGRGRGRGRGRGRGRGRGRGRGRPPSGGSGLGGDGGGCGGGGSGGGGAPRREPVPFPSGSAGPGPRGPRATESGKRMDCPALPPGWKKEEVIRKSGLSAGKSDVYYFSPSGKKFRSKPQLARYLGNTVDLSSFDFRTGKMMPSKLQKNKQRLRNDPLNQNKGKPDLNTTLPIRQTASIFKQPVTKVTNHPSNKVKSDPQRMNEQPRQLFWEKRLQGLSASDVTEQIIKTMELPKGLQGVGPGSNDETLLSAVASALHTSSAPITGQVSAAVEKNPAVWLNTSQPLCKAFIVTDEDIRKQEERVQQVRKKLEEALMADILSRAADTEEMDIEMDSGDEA
Rev-erbA mod – modulators of human Rev-erb alpha DNA binding. P20393. Rev-erbα–FITC-DNA binding, fluorescence polarization, 90 min. activity, % at 10 µM. hit rate 0.79% among 370,000. AID 1259318;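 active = activity above about 14%, limit read from the data; passing the limit was not always enough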;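 note: 0% = DMSO wells with 35 nM protein and 100% = DMSO wells with 750 nM protein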
mABHD4 FP – inhibits mouse alpha/beta hydrolase domain 4 | inhibition, % at 8.92 µM | hit rate 0.54% among 370,000 | purified mABHD4, FP-Rh probe fluorescence polarization;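 active = inhibition exceeding the mean over every tested compound plus 3 SD, cut at about 30% in these data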;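 note: 0% = plate median of compound wells and 100% = S159A mutant with DMSO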
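assay system = mABHD4 protein | compound dosing = single nominal dose of 8.92 µM, 0.89% DMSO final | read-out basis = percent inhibition of probe binding, normalized to plate controls | schedule = Enzyme–compound pre-incubation 45 min, then probe 60 min, both 25 °C | detection = fluorescence polarization, excitation 525 nm, emission 598 nm, BODIPY TMR filters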
Numbers without * were called inactive. A portion of the library. The share of hits here may be higher or lower than overall.

No. | SMILES | PG9 Ab binder | TCR-CD3 inh | LEDGF integ inh | rCAG RNA binder | UHRF1 MBD2 ctr | PRMT1 inh | HTRA1 inh | MBD2 inh | Rev-erbA mod | mABHD4 FP
1 | CN(c1ccccc1)S(=O)(=O)c1ccc(C(=O)NCc2ccccn2)cc1 | -1.9 | -2.0 | 2.9 | -2.4 | -0.1 | -0.2 | 3.2 | 0.0 | -1.3 | 1.4
2 | Cc1ccc(OCCOCCOc2ccc(Br)cc2/C=N\NC(=O)c2ccncc2)cc1 | -4.3 | 2.5 | 3.6 | 4.3 | -1.3 | 0.5 | -71.0 | 0.7 | -2.6 | -84.8
3 | O=C(CCN1CCN(C/C=C/c2ccccc2)CC1)Nc1cccc(F)c1 | -0.9 | -2.4 | 3.7 | -6.6 | 2.1 | -1.2 | -0.5 | -4.2 | -3.7 | 4.5
4 | COC(=O)c1sc(S(=O)(=O)NCCCN(C)C)c(C(=O)OC)c1C | 0.3 | 0.0 | -5.7 | -3.3 | 0.8 | 5.2 | 3.7 | 3.0 | -0.7 | -0.3
5 | O=C(COC(=O)c1cc(F)c(F)cc1Cl)NC1CC1 | -1.1 | 3.8 | 1.2 | 0.8 | 1.9 | 0.2 | -4.2 | 4.2 | -3.3 | 0.6
6 | CCC1CCCCN1C(=O)CSc1nnc(-c2ccco2)o1 (stereo unspecified) | -1.3 | -1.6 | 1.8 | 0.2 | -4.2 | -0.2 | 0.5 | 2.7 | -3.1 | 3.1
7 | CCC1CN(C)C2Cc3c([nH]c4ccccc34)C(=O)CC1C2C(=O)OC (stereo unspecified) | -1.0 | 2.6 | 0.9 | 0.7 | -2.1 | 5.8 | 0.5 | -1.1 | 1.7 | -1.6
8 | Cc1ccc2c(c1)[C@H]1[C@H](CO2)[C@H](c2ccccc2)[C@]2(C)C(=O)Nc3ccc(F)cc3C(=O)N12 | -0.5 | -3.0 | 0.4 | 11.2 | 1.2 | 0.0 | -70.5 | -5.7 | -2.3 | -8.2
9 | Fc1ccc(/C=N/Nc2nccnc2Cl)cc1 | -1.0 | 4.5 | 1.1 | -2.6 | -0.7 | -3.3 | 2.8 | -1.0 | -1.4 | 4.0
10 | Cc1cccc(OCc2n[nH]c(=S)n2C2CCCCC2)c1 | -1.6 | 3.1 | 5.9 | 4.4 | 0.5 | 13.8 | -10.9 | -6.9 | -5.5 | -10.6
11 | O=C(CC(SCc1ccco1)c1ccc(O)cc1)c1cccs1 (stereo unspecified) | 0.6 | 9.4 | 0.4 | -1.0 | 0.1 | 21.6* | -19.0 | -1.2 | -0.6 | -17.4
12 | Cc1ccc2cc(CN(CCO)Cc3nnnn3Cc3ccc(F)cc3)c(=O)[nH]c2c1 | 1.9 | 7.6 | -1.1 | -1.0 | -0.4 | 4.2 | -7.9 | 4.1 | -2.5 | -5.9
13 | Cc1cc(C)cc(OCC(=O)OCC(=O)NC2CCCCCCC2)c1 | 0.6 | -6.8 | 4.0 | -5.0 | 2.3 | -0.9 | 6.1 | -0.9 | -3.9 | -6.1
14 | O=C(NCc1ccccc1Cl)c1cnccc1C(F)(F)F | -1.8 | 3.2 | -4.5 | -4.8 | 4.7 | -0.6 | 3.6 | 3.8 | 11.9 | -2.0
15 | Cc1cc(C)n2nc(-c3ccc(F)cc3)cc2n1 | -1.6 | -3.2 | -4.5 | 0.2 | -1.0 | 3.5 | -3.5 | 27.9* | -4.5 | 7.4
16 | Cn1cccc1-c1nc2ccc(NC(=O)c3ccc([N+](=O)[O-])cc3)cc2[nH]1 | -1.1 | -9.3 | -3.0 | 11.8 | -1.0 | 6.3 | 6.1 | 8.6 | -1.9 | -16.6
17 | CN(C)C(=O)CCc1ccc2c3c([nH]c2c1)[C@]1(C)[C@@H](C(=O)N2CCOCC2)C[C@H](CC(=O)NCCC2=CCCCC2)C(=O)N1CC3 | -1.1 | 5.2 | -6.3 | -0.6 | -1.5 | 0.3 | 2.9 | 0.1 | 0.4 | -5.9
18 | CCN(C(=O)COC(=O)/C=C/c1cnc2ccccc2n1)c1ccccc1 | -3.1 | -7.3 | -4.0 | -4.3 | 25.7* | 8.0 | -5.8 | -0.9 | -1.7 | 5.0
19 | COCCNC(=S)NC(=O)CC12CC3CC(CC(C3)C1)C2 | 1.5 | 0.3 | -2.8 | -7.8 | 0.9 | 1.6 | -9.4 | -2.0 | 0.8 | -1.3
20 | CN(C)C(=S)Nc1ccc(S(=O)(=O)N2CCCCC2)cc1 | -2.9 | -6.0 | 1.5 | -0.1 | -3.2 | -3.7 | 0.3 | -1.6 | -6.3 | 3.8
21 | COc1cccc(CNc2ccccn2)c1O | -0.9 | -8.6 | -5.6 | -2.6 | 1.3 | 3.2 | 6.3 | 4.3 | -5.8 | 3.1
22 | CC1(C)CC(=O)C(C=NCC2CCN(C(=O)Cc3ccccc3)CC2)=C(O)C1 | -0.2 | -5.6 | -7.8 | -7.9 | 2.0 | 5.1 | 0.4 | -2.1 | 6.0 | 1.9
23 | Cc1nc2ccccc2n1Cc1ccccc1 | -2.0 | 4.1 | 5.1 | -2.8 | 0.4 | 0.8 | 0.8 | 0.4 | 2.0 | -1.8
24 | O=C(COC(=O)C1CC2C=CC1C2)Nc1ccc([N+](=O)[O-])cc1 (stereo unspecified) | -0.3 | -3.9 | 2.2 | 1.4 | 0.2 | -2.8 | -5.5 | 1.2 | 1.9 | -3.8

Part of the list above in order of heavy-atom count, smallest number first:
No. | SMILES | PG9 Ab binder | TCR-CD3 inh | LEDGF integ inh | rCAG RNA binder | UHRF1 MBD2 ctr | PRMT1 inh | HTRA1 inh | MBD2 inh | Rev-erbA mod | mABHD4 FP
23 | Cc1nc2ccccc2n1Cc1ccccc1 | -2.0 | 4.1 | 5.1 | -2.8 | 0.4 | 0.8 | 0.8 | 0.4 | 2.0 | -1.8
15 | Cc1cc(C)n2nc(-c3ccc(F)cc3)cc2n1 | -1.6 | -3.2 | -4.5 | 0.2 | -1.0 | 3.5 | -3.5 | 27.9* | -4.5 | 7.4
20 | CN(C)C(=S)Nc1ccc(S(=O)(=O)N2CCCCC2)cc1 | -2.9 | -6.0 | 1.5 | -0.1 | -3.2 | -3.7 | 0.3 | -1.6 | -6.3 | 3.8
24 | O=C(COC(=O)C1CC2C=CC1C2)Nc1ccc([N+](=O)[O-])cc1 (stereo unspecified) | -0.3 | -3.9 | 2.2 | 1.4 | 0.2 | -2.8 | -5.5 | 1.2 | 1.9 | -3.8
13 | Cc1cc(C)cc(OCC(=O)OCC(=O)NC2CCCCCCC2)c1 | 0.6 | -6.8 | 4.0 | -5.0 | 2.3 | -0.9 | 6.1 | -0.9 | -3.9 | -6.1
18 | CCN(C(=O)COC(=O)/C=C/c1cnc2ccccc2n1)c1ccccc1 | -3.1 | -7.3 | -4.0 | -4.3 | 25.7* | 8.0 | -5.8 | -0.9 | -1.7 | 5.0
22 | CC1(C)CC(=O)C(C=NCC2CCN(C(=O)Cc3ccccc3)CC2)=C(O)C1 | -0.2 | -5.6 | -7.8 | -7.9 | 2.0 | 5.1 | 0.4 | -2.1 | 6.0 | 1.9
12 | Cc1ccc2cc(CN(CCO)Cc3nnnn3Cc3ccc(F)cc3)c(=O)[nH]c2c1 | 1.9 | 7.6 | -1.1 | -1.0 | -0.4 | 4.2 | -7.9 | 4.1 | -2.5 | -5.9
17 | CN(C)C(=O)CCc1ccc2c3c([nH]c2c1)[C@]1(C)[C@@H](C(=O)N2CCOCC2)C[C@H](CC(=O)NCCC2=CCCCC2)C(=O)N1CC3 | -1.1 | 5.2 | -6.3 | -0.6 | -1.5 | 0.3 | 2.9 | 0.1 | 0.4 | -5.9
